Bioassay records from PubChem BioAssay.
Diaphorase inh: inhibits diaphorase or chemically oxidizes, flagging diaphorase assay artifacts | actives 0.69% (n = 190,000) | diaphorase resazurin-to-resorufin fluorescence, NADH, 16 min; bacterial (C. kluyveri) enzyme, not human | inhibition, % at 20 µM;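 active means primary screen inhibition at 20 µM above a set limit, cut at about 50% in these data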;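 further: plate controls were DMSO with full reaction for no effect and wells lacking NADH for full effect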
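controls = No-NADH positive control and DMSO neutral control | system = Clostridium kluyveri diaphorase enzyme | timing = reaction incubation of 16 min at room temperature | signal = resorufin fluorescence 544/590 nm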
STAT3 inh: STAT3 signaling inhibition. actives 0.89% (n = 190,000). AID 862. inhibition, % at 5.5 µM. U3A cells, IL-6 STAT3-luciferase reporter, luminescence; host cell line lacks STAT1;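 active means inhibition above the mean inhibition across all screened compounds plus 3 SD, cut at about 44% in these data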;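 further: 0% = DMSO only wells and 100% = 100 µM nifuroxazide control wells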
G6PDH CS: counter-screen for G6PDH assay hits: L. mesenteroides G6PDH inhibition; actives 0.12% (n = 200,000); inhibition, % at 5 µM; Purified L. mesenteroides G6PDH, diaphorase/resazurin coupled fluorescence, 45 min; in the data active means inhibition above about 50%
TLR4 MyD88 comp: inhibitors of human TLR4-MyD88 binding. O00206+Q99836. HeLa CL3-4 TLR4/MyD88 BLA complementation, FRET ratio. inhibition, % at 8.4 µM. actives 0.18% (n = 200,000). AID 861; in the data active means inhibition above about 25%;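 further: 0% = vehicle and 100% = reference inhibitor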
APP transl inh: APP translation inhibition; SH-SY5Y APP 5'UTR-luciferase reporter, luminescence; inhibition, % at 2 µM; actives 0.82% (n = 190,000);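 active means inhibition above a set limit, derived from the sample mean plus 3 SD, cut at about 45% in these data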; further: values of inactives mirror those of a sister screen read the other way
STAT3 act: increases IL-6 driven STAT3 reporter signal | U3A cells, IL-6 STAT3-luciferase reporter, luminescence; 100% = signal with IL-6 EC80 alone | activation (% of control), % at 5.6 µM | actives 0.91% (n = 190,000) | AID 871;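 active means activation above the screen-wide mean of compound activation plus 3 SD, cut at about 130% in these data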;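 further: 0% = background luminescence of wells with medium and substrate only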
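Test system: human U3A cells carrying STAT3-luciferase construct; control set: IL-6-only wells as 100% reference; timing: compound pre-incubation 1 h before IL-6, then 6 h stimulation at 37 °C; also added: IL-6 stimulus at 33 ng/mL final; evaluation: % activation versus median of IL-6-stimulated wells; detection: reporter luminescence signal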
Diaphorase act: activates diaphorase or chemically reduces, flagging diaphorase assay artifacts; Diaphorase/resazurin coupled assay, resorufin fluorescence, 16 min; hits give high values; 1 = vehicle wells, 0 = NADH-free wells; activation factor at 20 µM; actives 0.005% (n = 190,000); AID 1229;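 active means diaphorase activity raised at least twofold by the compound at 20 µM; inactive means activation factor below 2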
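test system = bacterial diaphorase enzyme (C. kluyveri) | quantity = enzyme 0.07 U/mL final | reagent = NADH substrate 0.114 mM plus resazurin dye 0.1 mM, final | incubation = 16 min enzyme reaction, ambient temperature | buffer or medium = HEPES pH 7.4 buffer with MgCl2 and Tween 20 | signal = fluorescence of resorufin, 544 nm excitation, 590 nm emission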
STAT1 act: activators of IFN-gamma induced STAT1 signaling; NIH 3T3 STAT1-luciferase reporter, luminescence; 100% = IFN-gamma alone, no compound; activation (% of control), % at 5.5 µM; actives 2.6% (n = 200,000);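 active means activation above the screen-wide mean activation plus 3 SD, cut at about 130% in these data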;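 further: raw ratio to IFN-gamma control signal so 100% means no change and 0% no light; values of inactives mirror those of a sister screen read the other way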
Hsp70 act: transcriptional activators of Hsp70. HeLa Hsp70 promoter luciferase reporter, luminescence; scaled: vehicle 0, proteasome-inhibitor control 100%. activation, % at 10 µM. actives 0.04% (n = 200,000). AID 1203;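 active means activation above the mean across all tested compounds plus 3 SD, cutoff set per campaign, cut at about 5.5% in these data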;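 further: 100% = MG132 at 30 µM as the positive control and 0% = DMSO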
STAT1 inh: inhibitors of IFN-gamma induced STAT1 signaling; NIH 3T3 STAT1-luciferase reporter, luminescence; inhibition, % at 5.5 µM; actives 0.35% (n = 200,000); AID 920;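 active means inhibition above a set limit, the mean inhibition across all tested compounds plus 3 SD, cut at about 34% in these data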;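 further: 0% = IFN-gamma with DMSO and 100% = IFN-gamma with 300 µM nifuroxazide; values of inactives mirror those of a sister screen read the other way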
An asterisk follows results filed as active; . = not tested or not shown.

Each structure is followed by: Diaphorase inh	STAT3 inh	G6PDH CS	TLR4 MyD88 comp	APP transl inh	STAT3 act	Diaphorase act	STAT1 act	Hsp70 act	STAT1 inh
1. COc1cccc(CN2CCCC(CNC(=O)c3ccc(F)cc3)C2)c1OC (configuration not stated)
  .	-1	3	7	-8	103	.	93	0.0	6
2. O=C(C1CCN(S(=O)(=O)N2CCOCC2)CC1)N1CCN(Cc2ccccc2)CC1
  8	-4	12	2	-7	106	0.9	103	0.1	-4
3. CC(=O)c1ccc(C(=O)N2CCCC(C(=O)c3cc(F)ccc3F)C2)s1 (configuration not stated)
  25	1	8	-3	-1	103	0.7	98	-0.3	0
4. O=C(c1ccc(Cl)cc1)N1CCC(O)(CSc2ccc(Cl)cc2)CC1
  16	2	13	7	.	103	0.8	98	-0.4	2
5. COc1ccccc1C(=O)O/N=C(\c1ccccc1)c1ccncc1
  19	5	2	-18	-18	106	0.8	89	-0.2	10
6. O=C(Nc1n[nH]c(C2CCCCC2)n1)C1CCCCC1
  4	-8	9	7	-2	111	1	117	-0.2	-18
7. O=c1[nH]c(-c2cccnc2)nc2ccccc12
  12	-1	-17	8	12	104	0.9	102	1.0	-5
8. O=[N+]([O-])c1nn(-c2cccc(Cl)c2)n(O)c1=NCc1cccnc1
  13	-1	6	1	0	97	0.9	101	-0.5	-1
9. O=C(Cn1cc2c(n1)CCCC2)N1CCOCC1
  9	12	4	7	5	97	0.9	101	-0.1	-2
10. Cc1ccccc1CNC(=O)c1ccccc1
  11	8	17	-4	-10	94	0.9	104	-0.4	0
11. CN(CCc1cn[nH]c1)Cc1nc(C(c2ccccc2)c2ccccc2)no1
  .	2	11	-12	8	100	.	95	-0.4	6
12. CCOC(=O)c1ccc(CNC(=O)Cn2nnc(-c3ccccc3F)n2)o1
  18	-2	7	-3	4	105	0.8	103	0.1	-5
13. COc1cccc(N2CCN(C(=O)c3cccnc3)CC2)c1
  -3	8	8	-10	11	99	1	94	-0.2	5
14. CC(C)CC(NC(=O)C(NC(=O)OC(C)(C)C)C(C)C)C(=O)N1CCCC1C(N)=O (configuration not stated)
  17	-1	11	20	10	104	0.8	95	-0.2	6
15. COc1ccc(OC)c(/C=C/C(=O)N(C)CC(=O)Nc2ccc(C)cc2)c1
  3	10	-1	0	8	99	1	101	-0.1	-2
16. CCc1ccc(C(=O)CSC2=C(C#N)C(c3ccco3)C(C(C)=O)=C(C)N2)cc1 (configuration not stated)
  20	23	7	6	-14	87	0.8	97	0.2	3
17. O=C(COc1ccccc1O)NNc1ccccc1
  5	8	4	1	-4	96	1	108	-0.4	-9
18. COc1ccc(/C=C/C(=O)Oc2cccc(/C=N/NC(=O)COc3c(C)cccc3C)c2)cc1
  -5	-19	4	-7	-15	121	1.1	125	0.2	-28
19. CCOC(=O)c1cc(NC(=O)C2C3CCC(O3)C2C(=O)O)cc(C(=O)OCC)c1 (configuration not stated)
  -9	7	7	2	5	102	1.1	96	-0.1	6
20. Cc1nnc(SCC(=O)Nc2sc3c(c2C#N)CCCC3)[nH]c1=O
  22	16	-24	3	1	89	0.8	95	-0.1	5

From compound 12 to 13, as listed above:
Each structure is followed by: Diaphorase inh	STAT3 inh	G6PDH CS	TLR4 MyD88 comp	APP transl inh	STAT3 act	Diaphorase act	STAT1 act	Hsp70 act	STAT1 inh
12. CCOC(=O)c1ccc(CNC(=O)Cn2nnc(-c3ccccc3F)n2)o1
  18	-2	7	-3	4	105	0.8	103	0.1	-5
13. COc1cccc(N2CCN(C(=O)c3cccnc3)CC2)c1
  -3	8	8	-10	11	99	1	94	-0.2	5

Following part.
Each structure is followed by: Diaphorase inh	STAT3 inh	G6PDH CS	TLR4 MyD88 comp	APP transl inh	STAT3 act	Diaphorase act	STAT1 act	Hsp70 act	STAT1 inh
21. CCOc1ccc(OCC(O)CNC2CCN(Cc3ccccc3)CC2)cc1 (configuration not stated)
  5	-1	10	5	-8	100	0.9	100	-0.4	0
22. CCOC(=O)C(Cc1c[nH]c2ccccc12)NC(=O)CNC(C)=O (configuration not stated)
  14	7	2	5	0	97	0.9	99	0.1	1
23. CCC(C)(C)n1nnnc1C(c1ccc(OC)c(OC)c1)N1CCN(c2cccc(OC)c2)CC1 (configuration not stated)
  23	5	9	0	-10	100	0.8	97	-0.4	3
24. CC(C)=C(NC(=O)c1ccccc1)C(=O)NCc1ccccc1
  -1	10	8	-10	20	98	1	104	-0.1	-7
25. COC(=O)c1cccc(C(=O)N2CCC(CO)(Cc3ccccc3Cl)CC2)c1
  19	-6	17	-4	15	109	0.8	97	0.2	2
26. COc1ccc(C2=C(C=Nc3c(C)n(C)n(-c4ccccc4)c3=O)C(c3ccccc3C)c3ccccc3O2)cc1OC (configuration not stated)
  20	1	1	4	-5	99	0.8	100	-0.6	0
27. COc1ccc(S(=O)(=O)Nc2ccccc2OC)cc1NC(=O)Cc1cccs1
  15	-6	12	-1	14	105	0.8	94	0.1	6
28. O=C(NCc1ccccc1)C1=C[C@H](C2CC2)C[C@H](OCc2ccc(CO)cc2)O1
  19	.	5	-4	0	.	0.8	97	-0.1	4
29. O/N=C/c1cc(Cl)ccc1OCc1ccccc1Cl
  24	18	5	4	10	89	0.8	97	-0.2	3
30. COc1cc2c(cc1NC(=O)CSc1cccc[n+]1[O-])oc1ccccc12
  11	-4	-2	6	6	104	0.9	109	-0.3	-10
31. COc1ccc(/C=N/NC(=O)C(C)n2cnc3ccccc3c2=O)cc1OC (configuration not stated)
  19	1	-7	-5	15	98	0.8	103	0.0	-3
32. CC(=O)c1ccc(OCC(=O)c2ccc(-c3ccccc3)cc2)cc1
  14	-1	-1	-9	-1	101	0.9	105	-0.2	-6
33. COc1cc2c(cc1OC)-c1cc(NC3CCCCCC3)nc(=O)n1CC2
  14	-1	3	1	-6	104	0.9	102	-0.4	-2
34. Nc1nc(-c2ccccc2Br)cs1
  -3	7	4	10	-19	97	1	100	-0.4	0
35. COc1ccc(-c2[nH]ncc2CN(C)C(C)c2ccon2)cc1F (configuration not stated)
  13	10	10	-5	-20	96	0.9	92	-0.1	8
36. CCOC(=O)CC(=O)CSc1nc2ccccc2c(=O)n1-c1ccc(C(=O)NCCOC)cc1
  5	11	3	1	0	94	1	93	-0.2	7
37. Nc1nonc1-c1noc(CCCCCN2C(=O)c3ccccc3C2=O)n1
  12	2	-1	5	-4	98	0.9	106	-0.4	-7
38. COc1ccc(N/N=C(\C#N)C(=N)SCc2ccccc2)cc1
  28	8	0	0	14	98	0.7	66	0.3	37*
39. COc1ccc(N(CC(=O)Nc2c(C)n(C)n(-c3ccccc3)c2=O)S(=O)(=O)c2ccccc2)cc1OC
  6	4	0	-3	-1	101	0.9	94	-0.2	6
40. O=C(N/N=C/c1ccco1)/C(=C/c1cccc([N+](=O)[O-])c1)NC(=O)c1ccccc1
  14	7	7	12	8	100	0.9	94	-0.2	7

Fetched by structure from the entries so far:
Each structure is followed by: Diaphorase inh	STAT3 inh	G6PDH CS	TLR4 MyD88 comp	APP transl inh	STAT3 act	Diaphorase act	STAT1 act	Hsp70 act	STAT1 inh
25. COC(=O)c1cccc(C(=O)N2CCC(CO)(Cc3ccccc3Cl)CC2)c1
  19	-6	17	-4	15	109	0.8	97	0.2	2
36. CCOC(=O)CC(=O)CSc1nc2ccccc2c(=O)n1-c1ccc(C(=O)NCCOC)cc1
  5	11	3	1	0	94	1	93	-0.2	7
33. COc1cc2c(cc1OC)-c1cc(NC3CCCCCC3)nc(=O)n1CC2
  14	-1	3	1	-6	104	0.9	102	-0.4	-2

Next section.
Each structure is followed by: Diaphorase inh	STAT3 inh	G6PDH CS	TLR4 MyD88 comp	APP transl inh	STAT3 act	Diaphorase act	STAT1 act	Hsp70 act	STAT1 inh
41. O=C(NCc1ccccn1)C1CCN(S(=O)(=O)N2CCCCC2)CC1
  0	8	8	-17	-4	100	1	101	-0.3	-1
42. Cc1cc(C)c(NC(=O)c2cc3c(nc4sccn43)s2)c(C)c1
  27	-7	3	-16	3	110	0.7	98	0.2	3
43. CC(C)(C)NC(=O)CSc1nnc(CN2CCCCCC2=O)n1-c1ccccn1
  7	5	9	-4	16	100	0.9	103	-0.2	-5
44. O=C(N/N=C/c1cc([N+](=O)[O-])ccc1Cl)c1cnccn1
  9	-3	12	1	34	105	0.9	100	0.2	-1
45. CC(=O)CC(=O)Nc1cccc2c1CCCC2
  -4	7	7	-1	4	95	1	104	-0.2	-5
46. CC(=O)NC(CCCNC(=S)NC1CCCCC1)C(=O)O (configuration not stated)
  -10	-2	-4	9	-2	104	1.1	98	-0.4	3
47. CCOc1ccc(C(=O)CSc2nnc3ccccn23)cc1
  -7	-5	-3	-6	-131	107	1.1	141*	0.3	-45
48. CC(=O)N1c2ccccc2C(=O)C1N1CCCCC1 (configuration not stated)
  2	-18	10	22	-10	121	1	101	-0.3	0
49. O=C(O)/C=C/C(=O)NNC(=O)c1ccc(Br)cc1
  8	23	-3	-12	-11	83	0.9	97	-0.4	3
50. COCCNC(=O)c1ccccc1NC(=O)CN(c1ccc2c(c1)OCO2)S(C)(=O)=O
  8	3	-6	-7	6	102	0.9	77	-0.4	25
51. COC(=O)C1C(=O)c2c([nH]c(C(=O)OCC3CCCO3)c2C)CC1C (configuration not stated)
  14	-3	6	-8	-89	103	0.9	120	-0.3	-20
52. Cc1ccc(C2=CC(c3ccc(N(C)C)cc3)n3nnnc3N2)cc1 (configuration not stated)
  21	26	2	-8	-17	85	0.8	95	-0.1	5
